High-throughput results deposited in PubChem by several laboratories.
TRPML3 agonist: activates the human TRPML3 channel. Q8TDD5. HEK293 TRPML3-YFP, Fluo-8 calcium fluorescence; 100% = the carbachol control signal. 220,000 tested, 0.29% active. activation, % at 3 µM;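 active = activation above its plate's cutoff, the mean activation of the plate's test wells plus 3 SD, cut at about 12% in these data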;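 note: 0% = DMSO only wells and 100% = carbachol wells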
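Test system – HEK293 line with stable expression of human TRPML3-YFP channel · Control set – carbachol 87 µM final as high control (100%), DMSO as low control (0%) · Signal – Fluo-8 calcium dye fluorescence, ex 470-495, em 515-575 nm · Incubation – 1-h 37 °C dye load, 5-s basal, 120-s post-compound reads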
S1P4 antagonist: blocks the human S1P4 receptor. O95977. S1P4-expressing cells, antagonist mode, reporter read-out. inhibition, % at 4.98 µM. 220,000 tested, 0.26% active. AID 1510; in the data active = inhibition above about 29%;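 note: 0% = wells stimulated with agonist and 100% = vehicle wells without agonist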
TRPN1 ag: agonists of zebrafish TRPN1 channel; HEK293 zebrafish TRPN1-YFP, Fluo-8 calcium fluorescence; 100% = response to 87 µM carbachol; activation, % at 3 µM; 220,000 tested, 0.18% active;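 active = activation above its plate's cutoff, the mean activation of test wells on that plate plus 3 SD, cut at about 19% in these data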;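 note: 0% = DMSO alone and 100% = 87 µM carbachol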
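Control set: carbachol 87 µM as high control, DMSO as low control; system: HEK293 stable line with zebrafish TRPN1-YFP; read-out: % activation versus carbachol response; detection: intracellular calcium fluorescence with Fluo-8; doses: single test compound dose, 3 µM nominal, 0.3% DMSO; schedule: dye 1 h 37 °C plus 30 min RT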
BaF3 parental: reduces parental Ba/F3 cell viability, JAK2V617F counter-screen; CellTiter-Glo ATP luminescence; inhibition, % at 5.6 µM; 220,000 tested, 1.1% active; AID 1486;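 active = inhibition above a per-campaign cutoff, the mean inhibition of all tested compounds plus 3 SD, cut at about 27% in these data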;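 note: 0% = DMSO wells and 100% = JAK Inhibitor I control wells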
EP2 modulator: modulators of human EP2 prostaglandin E2 receptor. EP2-expressing cells, cAMP HTRF FRET, PGE2 co-stimulation. 260,000 tested, 0.83% active. P43116. induction, % at 25 µM;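 active = compounds whose cAMP rise, as percent of the full-agonist control response, exceeds 60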;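 note: rat C6 glioma line stably carrying human EP2 under a CMV promoter; the protocol text gives 20 µM as final concentration; 100% = response of wells given 1 µM PGE2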
Calpain2 inh: inhibitors of pig calpain II; purified calpain II, fluorogenic peptide substrate, 30 min; inhibition, % at 16 µM; 220,000 tested, 0.37% active;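 active = inhibition above about 50%, limit read from the data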
Ba/F3 V617F tox: reduce viability of Ba/F3 cells dependent on JAK2V617F; Ba/F3 EpoR-JAK2V617F viability, ATP luminescence; inhibition, % at 5.6 µM; AID 1446; 220,000 tested, 1.1% active;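 active = inhibition above the campaign mean plus 3 SD over all tested compounds, cut at about 24% in these data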;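 note: cytokine-independent growth of Ba/F3 cells driven by EpoR plus mutant JAK2; 0% = DMSO-treated cells and 100% = JAK inhibitor I control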
S1P4 ag: human S1P4 receptor agonism; O95977; S1P4-expressing cell line, agonist reporter assay; activation, % at 4.98 µM; 220,000 tested, 0.35% active; in the data active = activation above about 11%;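 note: 0% = DMSO vehicle and 100% = reference agonist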
PERK inh: blocks human PERK kinase; Q9NZJ5; CHO PERK-DD fusion, SEAP luminescence translation reporter; inhibition, % at 5.6 µM; 220,000 tested, 0.17% active; AID 1416;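 active = inhibition above the mean inhibition of all tested compounds plus 3 SD, set separately per screening campaign, cut at about 2.9% in these data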;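 note: PERK kinase domain activated by AP20187 dimerizer at 100 nM; 0% = DMSO with dimerizer and 100% = rapamycin at 8.4 µM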
Target sequence (Q9NZJ5 whole entry, looked up, the tested form may be a part): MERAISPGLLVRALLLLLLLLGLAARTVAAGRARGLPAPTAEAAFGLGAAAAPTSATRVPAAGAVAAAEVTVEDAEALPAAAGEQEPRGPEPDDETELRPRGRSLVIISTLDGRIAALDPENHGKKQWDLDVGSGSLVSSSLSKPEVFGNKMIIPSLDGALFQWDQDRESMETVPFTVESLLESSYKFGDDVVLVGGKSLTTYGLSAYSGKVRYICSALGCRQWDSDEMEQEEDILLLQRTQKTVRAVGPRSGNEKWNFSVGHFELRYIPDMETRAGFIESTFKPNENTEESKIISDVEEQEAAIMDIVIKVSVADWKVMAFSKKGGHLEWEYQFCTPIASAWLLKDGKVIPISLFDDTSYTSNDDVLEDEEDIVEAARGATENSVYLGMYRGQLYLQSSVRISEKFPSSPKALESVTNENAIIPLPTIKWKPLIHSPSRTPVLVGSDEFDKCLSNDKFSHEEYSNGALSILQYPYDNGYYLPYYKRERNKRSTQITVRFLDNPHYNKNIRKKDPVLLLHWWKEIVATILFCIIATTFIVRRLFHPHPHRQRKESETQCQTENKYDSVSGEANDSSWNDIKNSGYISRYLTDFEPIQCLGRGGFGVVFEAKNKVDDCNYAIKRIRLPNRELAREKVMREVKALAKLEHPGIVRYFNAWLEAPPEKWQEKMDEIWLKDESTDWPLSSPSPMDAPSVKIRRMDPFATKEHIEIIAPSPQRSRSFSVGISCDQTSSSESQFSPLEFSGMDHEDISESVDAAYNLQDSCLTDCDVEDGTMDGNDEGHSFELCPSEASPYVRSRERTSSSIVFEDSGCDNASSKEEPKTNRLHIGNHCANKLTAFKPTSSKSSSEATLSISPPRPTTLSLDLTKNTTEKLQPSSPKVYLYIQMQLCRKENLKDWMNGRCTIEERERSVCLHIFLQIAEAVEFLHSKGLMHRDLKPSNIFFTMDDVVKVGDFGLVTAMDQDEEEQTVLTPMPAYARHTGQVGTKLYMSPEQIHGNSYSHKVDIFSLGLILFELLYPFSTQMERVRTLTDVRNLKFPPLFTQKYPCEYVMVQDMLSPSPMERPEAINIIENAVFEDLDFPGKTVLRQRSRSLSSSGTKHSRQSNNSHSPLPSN
Starred values were filed as active, the others as inactive; i = inactive; . = no result given; & = joins results of further samples. This is a random part of the collection; about 3.6% have a hit in one of these screens.

SMILES	TRPML3 agonist	S1P4 antagonist	TRPN1 ag	BaF3 parental	EP2 modulator	Calpain2 inh	Ba/F3 V617F tox	S1P4 ag	PERK inh
Cc1ccc(OCC(=O)Nc2cnn(CCCC(=O)O)c2)c([N+](=O)[O-])c1	1.0	-12	0.4	1	35	22	-2	0.7	0.3
COc1cc(/C=N/N2CCN(C3c4ccccc4-c4ccccc43)CC2)cc(OC)c1O	-0.2	0	-0.2	1	-6	-37	-4	-2.9	0.5
CN(C)S(=O)(=O)c1ccc(C(=O)Nc2ccc(Cl)cc2)cc1	2.9	-15	8.0	-2	4	-3	-2	-3.3	0.4
O=C(NC(=S)Nc1cc(S(=O)(=O)N2CCOCC2)ccc1N1CCOCC1)c1ccco1	-0.1	-16	1.3	4	11	-21	3	0.8	-0.7
Cc1ccccc1-c1nc(Cc2ccc(Cl)cc2)no1	0.6	-9	0.0	1	49	-7	4	0.8	0.1
Cc1n(C)c2cc(Cl)ccc2[n+]1Cc1ccccc1	0.1	-1	0.8	94*	-5&1	28	56*	-2.6	-0.1
CCn1c(SCC(=O)c2[nH]c(C)c(C(C)=O)c2C)nnc1-c1ccccc1	3.1	-18	6.9	7	-25	20	4	-1.2	-1.1
CCOC(=O)c1cc(-c2ccc(C)o2)nn1CCC#N	0.6	-15	-2.0	2	7	-13	-1	1.4	0.1
COc1ccc(OCC(=O)Nc2cc(-c3nn4c(C)nnc4s3)ccc2C)cc1	-0.2	-10	-0.3	10	6	-6	2	-1.5	-0.2
Fc1ccccc1CSc1nc2ccccc2[nH]1	-0.5	-4	-2.2	0	0	-26	-1	-1.9	0.4
COc1cc(NC(=O)c2cccc3c2C(=O)N(Cc2cccnc2)C3)cc(OC)c1OC	-0.1	-5	1.6	8	-1	-24	0	-1.3	0.0
CC(=O)n1cc([C@H]2C=C(C(=O)Nc3ccccc3)O[C@@H](OCCCCO)C2)c2ccccc21	1.0	-4	2.2	5	-26	8	-5	-1.7	1.2
CC(C)C(C(=O)Nc1ccccc1)N1C(=O)c2ccccc2C1=O (centres undefined)	-0.3	-3	1.1	1	-5	26	-1	2.9	1.9
CCOC(=O)CN1CC23C=CC(O2)C(C(=O)NC2CCCCC2)C3C1=O (centres undefined)	0.0	-7	1.4	4	21	-16	-1	0.8	0.4
COc1ccc(Nc2nc(-c3cc4cccc(OC)c4oc3=O)cs2)cc1	0.4	-19	2.4	5	71*	10	2	0.9	-0.1
CN(C(=O)CSc1nnnn1-c1ccc(O)cc1)C1CCS(=O)(=O)C1 (centres undefined)	0.8	-11	0.9	4	1	2	4	0.8	0.4
CCCCC(NS(=O)(=O)c1ccc(OC)cc1)C(=O)O (centres undefined)	0.2	-8	3.4	4	16	-23	-3	0.0	0.8
CNc1nc(OC)nc(N(C#N)CN2C(=O)c3ccccc3S2(=O)=O)n1	0.7	-14	0.9	5	-33	-16	-1	1.1	-0.2
Cc1cc(C(=O)N/N=C/c2ccc(-c3cccc(Br)c3)o2)n[nH]1	-0.5	-7	-0.1	0	-22	-37	2	0.2	-0.2
O=C(Nc1cc(Cl)cc(Cl)c1)C(c1ccccc1)N1CCCCC1 (centres undefined)	0.0	-18	0.7	4	3	44	1	-0.8	-0.6
COCCNC(=S)N/N=C/c1ccc(-c2ccc([N+](=O)[O-])cc2)o1	3.6	13	4.4	-5	-25	-21	1	-1.1	-0.1
COc1ccc(C(=O)Cn2ccsc2=NC(C)=O)cc1	-0.1	-13	-0.3	-3	-30	1	-3	2.9	1.0
CCOC(=O)c1c(N)sc2c1CCSC2	0.0	11	0.5	3	23	-28	-1	1.6	-0.5
O=C(c1ccc(Cl)cc1)N1CCN(c2ccc([N+](=O)[O-])c(NCc3cccnc3)c2)CC1	-1.6	-1	0.4	3	.	.	-1	-1.1	0.4
O=S1(=O)CC/C(=N/Nc2ccccn2)c2cc(F)ccc21	0.7	-14	-0.2	-4	-13	-9	1	0.0	1.2
O=C(NCc1ccccc1)N1CCN(c2ccc(Cl)c(Cl)c2)CC1	0.6	3	0.4	7	-28	-14	3	-0.7	0.7
CC(NC(=O)OC(C)(C)C)C(=O)Oc1ccc2ccc(=O)oc2c1 (centres undefined)	1.3	1	0.3	6	48	i	-1	5.9	0.2
S=C(NCCSCc1ccc(Cl)cc1Cl)Nc1ccccc1	0.0	-36	0.4	7	-30	5	-3	1.8	1.1
CC(=O)C1=C(C)NC(SCC(=O)Nc2nc3ccccc3s2)=C(C#N)C1c1ccc(Cl)cc1 (centres undefined)	0.6	-16	0.9	6	-3	-77	5	-1.1	0.0
CCOC(=O)c1nnn(-c2nonc2N)c1CNc1ccc(C)c(Br)c1	-0.6	-35	-0.5	9	5	15	2	0.8	0.4
N#Cc1c(NC(=O)c2cnccn2)sc2c1CCCC2	0.6	-22	-1.6	5	-5	-17	3	0.3	0.2
CC(=O)Nc1cc(-c2ccc(Cl)cc2)[nH]n1	-0.4	-2	-1.1	-5	-15	-10	-3	-2.5	0.6
CC1CC2(CCCC2)N(C(=O)c2ccccc2)Cc2ccccc21 (centres undefined)	0.4	3	1.1	8	53	22	1	-0.3	0.0
O=C(Nc1cccc(S(=O)(=O)N2CCOCC2)c1)C(c1ccccc1)N1CCCCC1 (centres undefined)	0.2	-7	-1.4	2	25	7	-3	0.5	0.6
Cc1nn(C)cc1S(=O)(=O)N1CCN(Cc2ccc(F)cc2Cl)CC1	1.1	-4	0.9	4	-9	15	0	-0.2	1.1
O=C(NN1C(=O)C2C(C1=O)C1C=CC2C12CC2)c1ccncc1 (centres undefined)	-0.2	-23	1.1	0	22	1	-4	1.9	-0.3
CC(C)=CC(=O)Nc1ccc(OCc2ccccc2)cc1	-0.9	-5	0.4	6	-27	-8	3	0.7	1.5
COc1ccc(NC(=O)CSc2nnnn2C)c([N+](=O)[O-])c1	-0.7	7	-0.8	3	21	-31	-2	-1.1	1.8
Cc1ccc(-n2c(N)c(S(=O)(=O)c3ccccc3)c3nc4ccccc4nc32)cc1	0.1	5	1.3	0	-2	-43	1	-0.8	0.3
COCC(=O)NNC(=S)Nc1cccc(C)c1C	0.7	-10	0.2	7	24	9	2	-0.4	1.9
O=C(NCc1ccco1)c1nnc(Cc2ccc(Cl)cc2)o1	-1.5	-7	-2.7	10	24	-6	-2	-0.5	-0.7
CC(C)c1ccc2nc(N)sc2c1	-0.3	-4	-1.2	4	33	-46	-3	1.0	0.5
Cc1nc(SCc2nc3ccccc3[nH]2)c2oc3ccccc3c2n1	-0.4	3	-1.5	1	-54	-32	-5	-1.0	-0.9
CCc1nc(SCC(=O)NNC(=O)C2CCCCC2)c2ccccc2n1	0.4	-15	0.6	8	42&22	-7	2	-0.7	2.0
CC1CCCCN1S(=O)(=O)c1ccc(NC(=O)c2ccco2)cc1 (centres undefined)	0.3	-11	0.1	4	-18	35	-1	0.5	-1.6
CC(=O)c1cc(-c2ccccc2)n(CC(=O)Nc2cc(C)cc(C)c2)c1C	0.5	-4	2.2	9	21	29	4	0.5	0.1
CCCN(CCC)C(=O)c1ccc2c(c1)N(Cc1ccccc1)C(=O)CS2=O (centres undefined)	0.2	18	1.0	4	-9	-8	-1	1.0	-0.3
COc1ccc(CCNC(=O)c2ccc3c(c2)SC2=NS(=O)(=O)CCN23)cc1	0.9	-7	2.1	-2	2	-7	-1	-0.4	-0.1
COc1ccc(NC(=O)C2CCN(C(=O)Cc3ccccc3)CC2)cc1OC	0.3	9	0.3	-1	9	-13	0	2.0	0.1
Cc1ccc(-c2csc(/C(C#N)=C(\O)CN3CCN(C(=O)c4ccco4)CC3)n2)cc1	0.1	-24	-1.1	3	15	-21	1	2.6	-0.4

Gathered by group, those above containing a thiophene ring, fused or not
SMILES	TRPML3 agonist	S1P4 antagonist	TRPN1 ag	BaF3 parental	EP2 modulator	Calpain2 inh	Ba/F3 V617F tox	S1P4 ag	PERK inh
CCOC(=O)c1c(N)sc2c1CCSC2	0.0	11	0.5	3	23	-28	-1	1.6	-0.5
N#Cc1c(NC(=O)c2cnccn2)sc2c1CCCC2	0.6	-22	-1.6	5	-5	-17	3	0.3	0.2

Next part:
SMILES	TRPML3 agonist	S1P4 antagonist	TRPN1 ag	BaF3 parental	EP2 modulator	Calpain2 inh	Ba/F3 V617F tox	S1P4 ag	PERK inh
O=C(c1ccccc1)N1CCN(C(=S)NCc2ccc3c(c2)OCO3)CC1	1.2	-6	2.4	6	-31	5	-1	0.5	0.4
COc1ccc(NC(=O)C(=O)NNC(=O)c2cccs2)cc1	0.0	6	-0.7	8	-16&12	24	1	-0.4	0.4
C(=N\Nc1nc(N2CCCCCC2)nc(N2CCCCCC2)n1)/c1ccccc1	0.4	4	1.6	-1	36	6	-2	0.8	0.3
O=C(CNC1CCCC1)Nc1ccc(N2CCCCCC2)cc1	1.0	-13	5.4	8	-17	-24	2	2.4	-0.1
CCn1c(SCC(=O)Nc2ccc(S(N)(=O)=O)cc2)nnc1-c1cccc(OC)c1	0.3	-4	1.4	11	-4	0	-2	-1.6	0.3
O=C1Nc2ccc(S(=O)(=O)NCCC3=CCCCC3)c3cccc1c23	0.6	-3	8.6	7	-28	-208	-3	0.9	0.7
COc1ccc(NC(=O)C(=O)NCCCO)cc1Cl	1.0	-10	1.2	-1	-13	-7	-2	1.8	0.9
COc1ccccc1N(C)S(=O)(=O)c1ccc(C(=O)OCC(=O)N(C(C)C)C(C)C)cc1	0.9	-11	0.0	0	-25	-2	-1	-0.7	0.7
O=C1C2=C(NC(=S)NC2c2ccc(Cl)cc2)NC(c2ccc(Cl)cc2)N1c1ccc(Cl)cc1 (centres undefined)	-0.4	2	0.0	-1	-5	-40	-3	2.4	-0.2
CCOCCOC(=O)COc1ccc(N2C(=O)c3ccccc3C2=O)cc1	0.9	-13	-0.2	7	32	37	1	2.8	0.7
Cc1ccc(NC(=O)CSc2nnc(-c3ccccc3Br)o2)cc1C	1.3	-13	0.2	0	7	24	2	1.0	0.4
COCCNC(=S)N/N=C(\C)c1ccc(OC(F)F)cc1	-0.2	4	-1.0	-4	-24	20	-3	0.0	1.1
COC(=O)C1CCN(C(=O)Cc2c(OC)ccc3cc(Br)ccc23)CC1	0.1	-6	-1.2	8	-15	-11	2	5.8	-1.6
c1cc2c(cc1C1CCCCC1)c1c3n2CCN=C3CCC1	0.6	1	-0.4	7	36	36	-1	-0.2	0.2
Cc1nn(C)cc1CNC(=O)C1C2CCC(C2)C1C(=O)O (centres undefined)	0.9	1	-0.5	1	22	1	2	-2.8	0.3
O=C(Cn1cnc2c(nnn2Cc2ccc(Cl)cc2)c1=O)NCC1CCCO1 (centres undefined)	0.9	-6	-0.3	2	14	16	-5	-0.1	0.3
COC(=O)C1CC(=O)N(c2ccc(C)cc2)C1 (centres undefined)	0.7	-15	1.2	0	29	-17	-3	-1.2	1.9
Cc1cccc(C(=O)OC(C)CN2CCN(C)CC2)c1 (centres undefined)	0.6	-6	1.6	10	8	26	3	-1.9	-0.3
